# Screening results deposited in PubChem by several laboratories.
# CHT PAM – allosterically activates the human high affinity choline transporter; Q9GZV3; CHT-expressing cells, membrane potential dye, choline EC20; stronger effect = higher value; LV-AA mutant CHT in HEK293 cells; B-score at 10 µM; 310,000 compounds, 0.49% hits; AID 488977;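 active means initial fluorescence not abnormally high and integrated response B-score, plate-corrected, over 3 SD above library mean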
# Target sequence (Q9GZV3 whole entry, looked up): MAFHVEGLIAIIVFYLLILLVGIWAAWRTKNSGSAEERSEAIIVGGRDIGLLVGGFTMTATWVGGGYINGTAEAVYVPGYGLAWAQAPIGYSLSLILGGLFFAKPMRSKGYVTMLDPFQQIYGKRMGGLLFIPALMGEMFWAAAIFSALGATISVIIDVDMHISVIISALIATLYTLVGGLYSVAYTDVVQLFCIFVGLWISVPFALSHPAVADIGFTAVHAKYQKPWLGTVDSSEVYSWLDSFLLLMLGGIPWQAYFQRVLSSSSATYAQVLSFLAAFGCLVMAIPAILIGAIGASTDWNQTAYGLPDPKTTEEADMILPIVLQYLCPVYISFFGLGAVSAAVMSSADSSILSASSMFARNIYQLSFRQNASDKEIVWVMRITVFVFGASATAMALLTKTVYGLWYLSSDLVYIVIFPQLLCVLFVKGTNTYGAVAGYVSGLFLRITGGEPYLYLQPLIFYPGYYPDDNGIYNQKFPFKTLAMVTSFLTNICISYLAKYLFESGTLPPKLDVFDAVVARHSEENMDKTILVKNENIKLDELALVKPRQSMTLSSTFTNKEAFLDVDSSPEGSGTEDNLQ
# CHT block – inhibitors of human choline transporter CHT. B-score at 10 µM. 310,000 compounds, 0.86% hits. CHT-expressing cells, membrane potential dye, choline response; stronger effect = lower value. Q9GZV3. AID 488975;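 active means B-score over 3 SD under the library average, and starting fluorescence ratio not unusually high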;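 further: choline stimulus applied at its EC90 after an EC20 pre-addition; B-score computed on integrated fluorescence ratio after choline addition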
# STK33 kinase inh – inhibitors of human STK33 kinase; Q9BYT3; purified STK33, MBP phosphorylation, ADP-Glo luminescence; inhibition, % at 10 µM; 320,000 compounds, 0.073% hits; AID 2661;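 active means inhibition at or above 25%, using the most active replicate where run in duplicate; inactive means inhibition below 25%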
# Target sequence (Q9BYT3 whole entry, looked up): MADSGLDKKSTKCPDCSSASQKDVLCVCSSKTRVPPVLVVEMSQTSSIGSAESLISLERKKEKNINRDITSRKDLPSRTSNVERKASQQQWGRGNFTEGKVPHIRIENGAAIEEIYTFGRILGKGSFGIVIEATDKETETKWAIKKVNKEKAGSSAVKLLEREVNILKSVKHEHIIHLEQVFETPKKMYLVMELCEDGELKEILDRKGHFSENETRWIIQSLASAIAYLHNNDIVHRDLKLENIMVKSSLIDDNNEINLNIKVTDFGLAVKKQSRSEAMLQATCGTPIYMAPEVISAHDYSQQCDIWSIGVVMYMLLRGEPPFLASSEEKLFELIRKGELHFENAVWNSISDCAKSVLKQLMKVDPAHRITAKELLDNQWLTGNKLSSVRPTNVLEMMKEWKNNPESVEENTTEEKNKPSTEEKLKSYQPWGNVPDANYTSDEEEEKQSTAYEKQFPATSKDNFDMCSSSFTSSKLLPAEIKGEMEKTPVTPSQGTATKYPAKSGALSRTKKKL
# Starred values were filed as active, the others as inactive; i = inactive; nt = no result given.
compound	CHT PAM	CHT block	STK33 kinase inh
C[C@@H]1[C@@H](Sc2ccccc2)CC(=O)O[C@@H]1c1ccc(-c2ccccc2)cc1	i	i	0.5
COc1cccc(-c2n[nH]c3c2CCC3)c1	i	i	7.7
CC(=O)c1ccc(S(=O)(=O)Nc2ccc(-c3ccc4nncn4n3)cc2)cc1	i	i	-0.8
Cc1cc(N2CCCC2)nc2ccc(NC(=S)NCCCN3CCC(C)CC3)cc12	i	-7.9*	-0.1
CN(CC(=O)Nc1cccc(F)c1)C(=O)COc1cccc2c1OC(C)(C)C2	i	i	-0.7
CC1CCCCC1NC(=O)COC(=O)c1ccc(N(C)C)cc1 (stereo not drawn)	i	i	-0.2
COc1cc(OC)c(C(=O)Nc2ccncc2)cc1OC	i	i	2.5
C#CCOCCOCCOCCNc1nc(N2CCN(C(=O)[C@H](Cc3cc4ccccc4[nH]3)n3cc([C@@H](N)C(C)CC)nn3)CC2)nc(N2CCN(C(=O)[C@H](CCCCN)n3cc([C@@H](N)CO)nn3)CC2)n1 (stereo partly drawn)	i	i	0.2
O=C1COc2ccccc2N1Cc1ccccc1Cl	i	i	-2.5
Nc1ccnn1Cc1ccc(Br)s1	i	i	-3.3
CCN(CC(=O)NCc1cccs1)C(=O)c1cc(S(=O)(=O)N2CCOCC2)ccc1C	i	i	-1.8
CCOC(=O)C1CN(S(=O)(=O)c2ccc(C)cc2)CCN1S(=O)(=O)c1ccc(C)cc1 (stereo not drawn)	i	i	-3.3
CCOC(=O)c1nnc(-c2ccccc2)nc1Sc1c(Cl)cccc1Cl	i	i	-1.4
OCCOCCn1c(C(CO)Nc2nc(-c3ccccc3Br)cs2)nc2ccccc21 (stereo not drawn)	i	i	-1.4
CCCc1nc2ccccc2c(=O)n1CCc1ccccc1	i	i	0.3

# Next part.
compound	CHT PAM	CHT block	STK33 kinase inh
CC(NC(=O)c1ccccc1NC(=O)CN1CCc2ccccc2C1)c1ccccc1 (stereo not drawn)	i	i	-0.1
COc1ccc(OC)c(S(=O)(=O)N(C)CC(=O)N2CCOCC2)c1	i	i	-4.2
COc1ccc(NS(=O)(=O)c2ccc3oc(=O)c4[nH]c(=O)c(=O)n(C)c4c3c2)cc1	i	i	-0.5
CCCOc1ccc(N2CC(C(=O)Nc3ccccn3)CC2=O)cc1 (stereo not drawn)	i	i	2.3
COc1cc(S(=O)(=O)Nc2ccc(C)cc2)ccc1NC(=O)c1ccncc1	i	i	-1.9
COC(=O)COc1ccc(=O)n(-c2ccccc2)n1	i	i	-0.5
Cc1nc(SCc2ccc(Cl)c(Cl)c2)n[nH]1	i	i	-0.9
Cc1ccc(CNC(=O)CN(Cc2cccs2)C(=O)C2(C)CC(=O)N=C3C=CC=CN32)cc1 (stereo not drawn)	i	i	-1.1
C=C1C(O)C[C@H]2C(=C)CCC3[C@H](OC(=O)[C@]3(O)CO)[C@@H]12 (stereo partly drawn)	i	i	-0.6
O=C(NCc1cc(C(F)(F)F)cc(C(F)(F)F)c1)C1CC(c2cccc([N+](=O)[O-])c2)=NO1 (stereo not drawn)	i	i	-0.5
COc1ccc(-c2noc3c2-c2nc(-c4c(F)cccc4F)sc2CC3)cc1	i	i	5.3
CC(C)=CCC12Oc3cc(O)ccc3C1(O)Oc1cc3c(c(O)c1C2=O)C=CC(C)(C)O3 (stereo not drawn)	i	i	0.2
Cn1nnnc1SCCNCc1cccc2ccccc12	i	i	-0.8
CCOC(=O)C1CCCc2c1[nH]c1c(C(=O)O)cccc21 (stereo not drawn)	i	i	-0.3
C=CCNc1nc(Nc2ccccc2F)nc(OCC)n1	i	i	0.9

# Reprinted from the part before: 6 compounds, followed by the next part.
compound	CHT PAM	CHT block	STK33 kinase inh
O=C(NCc1cc(C(F)(F)F)cc(C(F)(F)F)c1)C1CC(c2cccc([N+](=O)[O-])c2)=NO1 (stereo not drawn)	i	i	-0.5
COc1ccc(-c2noc3c2-c2nc(-c4c(F)cccc4F)sc2CC3)cc1	i	i	5.3
CC(C)=CCC12Oc3cc(O)ccc3C1(O)Oc1cc3c(c(O)c1C2=O)C=CC(C)(C)O3 (stereo not drawn)	i	i	0.2
Cn1nnnc1SCCNCc1cccc2ccccc12	i	i	-0.8
CCOC(=O)C1CCCc2c1[nH]c1c(C(=O)O)cccc21 (stereo not drawn)	i	i	-0.3
C=CCNc1nc(Nc2ccccc2F)nc(OCC)n1	i	i	0.9
Clc1cccc(Nc2nc(-c3ccncc3)nc3ccccc23)c1	i	i	-1.9
COc1cc(C(=O)NCCOc2ccccc2C)c(Br)c(OC)c1OC	i	i	0.3
CN(CCO)S(=O)(=O)c1ccc2c(c1)C(=O)c1cc(S(=O)(=O)N(C)CCO)ccc1-2	i	i	-2.3
CC1(C)CC(=O)C2=C(C1)N(c1ccc(F)cc1)C(N)=C(C#N)C2c1cccs1 (stereo not drawn)	i	i	0.1
Nc1nonc1-n1nnc(C(=O)N/N=C/c2ccc(OCc3ccccc3F)cc2)c1CNc1ccccc1	i	i	0.7
CC(=O)c1ccc2c(c1)OCCOCCOCCOCCO2	i	i	-0.7
CCSc1nnc(NC(=O)c2nn(C(C)C)c(=O)c3ccccc23)s1	i	i	1.1
O=C(NCc1cccs1)C1CCC(CNS(=O)(=O)c2ccccc2)CC1 (stereo not drawn)	i	i	-0.2
CCn1cc(C(=O)NCc2ccccc2)c(=O)c2cc(F)c(N3CCN(C(=O)c4ccco4)CC3)cc21	i	i	2.5
Cc1nc(C(=O)NNC(=O)c2cccc(Cl)c2)c(C(F)(F)F)o1	i	i	-1.0
Cc1ccc(OCc2cc(C(=O)NCC(C)c3ccccc3)no2)cc1C (stereo not drawn)	i	i	1.0
Cc1cccc(N(C(=O)CCC(=O)Nc2cc(C)on2)C(C(=O)NC2CCCC2)c2ccc(C)o2)c1 (stereo not drawn)	i	i	0.2
COc1ccc(-c2cn(-c3ccc(Br)cc3)c3[n+]2CCS3)cc1	i	i	-0.5
COc1ccc2cc([C@@H](C)C(=O)O)ccc2c1	i	i	-0.5
Clc1ccc(-c2nnc(SCc3nc(-c4ccccc4)no3)o2)cc1	i	i	-0.9

# (list continues)
SMILES | CHT PAM | CHT block | STK33 kinase inh
Cc1cc(Cl)ccc1NC(=S)N1CCN(Cc2ccc3c(c2)OCO3)CC1 | i | i | -1.1
Cc1cc(N/N=C/c2ccccc2[N+](=O)[O-])nc(-n2nc(C)cc2C)n1 | i | i | -1.6
C/C(=N\n1c(C)cc(C)c(C#N)c1=O)c1cccs1 | i | i | -1.6
Cc1nc2c(C)cccn2c(=O)c1NC(=O)COc1ccccc1 | i | i | -0.4
C/C(=N\NS(=O)(=O)c1ccc(C)cc1)c1ccc(C)s1 | i | i | -0.9
CSc1ccc(Cl)c(C(=O)NNC(=O)c2csc(N3CCOCC3)n2)c1 | i | i | 1.7
O=c1[nH][nH]c(-c2ccccc2)c1C=Nc1ccc(C(F)(F)F)cc1 | i | i | 0.4
Cc1ccc(NS(=O)(=O)c2cccc(C(=O)OCC(=O)NCc3ccco3)c2)cc1 | i | i | -1.3
O=C(CNC(=O)c1ccc2c(c1)S(=O)(=O)N=C1CCCCCN12)Nc1ccc(F)c(F)c1 | i | i | 0.7
CC(C)CC(NC(=O)c1ccc(Cl)cc1Cl)C(=O)O (stereo not drawn) | i | i | -1.0
O=C(O)c1ccccc1-c1ccccc1C(=O)NCc1ccccc1Cl | i | i | -0.9
Cc1ccn2cc(-c3cccc(NC(=O)C(C)C)c3)nc2c1 | i | i | 0.7
COc1ccccc1OCc1nc2ccccc2s1 | i | i | -0.8
CC1CCN(C(=O)CCc2ccc(Oc3cc([N+](=O)[O-])cc([N+](=O)[O-])c3)cc2)CC1 | i | i | -0.6
NC(=O)c1cnn(Cc2ccc(Cl)cc2)c1N | i | i | 3.2
COc1cc2c(cc1OC)C(C)N(C(=O)C1=NN(c3cccc(C)c3)C(=O)CC1)CC2 (stereo not drawn) | i | i | 1.2
Cc1cnc(NC(=O)CSc2nnc(-c3ccc(Cl)cc3Cl)n2N)s1 | i | i | -1.4
NC(=O)C1CC=CCC1C(=O)OCC(Cl)=C(Cl)Cl (stereo not drawn) | i | i | 1.1
CC(=O)NCCSCCNC(C)=O | i | i | 0.5
CN(C)c1ccc(C(=O)Nc2ccc(S(=O)(=O)NC3=NCCCCC3)cc2)cc1 | i | i | -0.5

# Going on with the list.
SMILES | CHT PAM | CHT block | STK33 kinase inh
COCCNC(=O)c1ccccc1NS(=O)(=O)c1ccc(C)c([N+](=O)[O-])c1 | i | i | -0.3
COC(=O)c1ccc(C(=O)Nc2nnc(-c3cccnc3)o2)cc1 | i | i | -0.7
CC(C)N1CC(COc2ccc(Cl)cc2Cl)OC1=O (stereo not drawn) | i | i | -0.9
CCOCCCNC(=O)C(c1ccc(C)cc1)N(Cc1cccs1)C(=O)c1ccccc1O (stereo not drawn) | i | i | -0.7
Cc1nc2c(C)cccn2c(=O)c1NC(=O)c1cccs1 | i | i | 0.2
c1ccc(-n2nnnc2Sc2n[nH]c(-c3ccncc3)n2)cc1 | i | i | -0.6
O=C(c1ccc(-c2nnc(Nc3cccc(Cl)c3)c3ccccc23)cc1)N1C[C@H]2C[C@H](C1)c1cccc(=O)n1C2 | i | i | -0.7
O=C(Cc1ccc(F)cc1)N/N=C/c1ccncc1 | i | i | 0.6
Cc1ccc(NC(=O)CN2CCC(NC(=O)Cc3ccccc3)CC2)cc1C | i | i | -0.1
Cc1[nH]c2ccccc2c1/C=N/Nc1nc(Nc2ccccc2)nc(N2CCOCC2)n1 | i | i | -1.3
O=c1oc2ccccc2cc1-c1nc(-c2ccccc2)no1 | i | i | -0.8
COCCNC(=S)NC1CC2CCCC(C1)N2Cc1cccs1 (stereo not drawn) | i | i | -0.2
Fc1ccc(-[n+]2nc(Nc3ccccc3)sc2-c2c3ccccc3cc3ccccc23)cc1 | i | i | -1.0
COC(=O)[C@@]12CCCN1[C@H](c1ccc(-c3ccc4c(c3)OCO4)c(OC)c1)[C@H]1C(=O)N(C)C(=O)[C@H]12 | i | i | 11
CCn1ncc(Br)c1C(=O)Nc1ccc(F)cc1F | i | i | 0.2
CC1(C)CC(=O)C(C=NCCN2CCN(C(=O)c3ccc(Br)cc3)CC2)=C(O)C1 | i | i | -2.2
COc1ccccc1NC(=O)NCCN1CCN(C(=O)Nc2ccccc2OC)CC1 | i | i | -1.4
CC(C)[C@H](NC(=O)c1ccc(F)cc1)C(=O)NC1=NCCS1 | i | i | -1.0
CCN(CC)CCNC(=O)c1ccc(NC(=O)c2cccc(-n3cnnn3)c2)cc1 | i | i | 1.4
COC(=O)C(C)(C)ONC(=O)Nc1ccc(Br)cc1 | i | i | 0.9

# (cont.)
SMILES | CHT PAM | CHT block | STK33 kinase inh
COc1cccc(CN2CC(C(=O)NC3CCC3)CCC2=O)c1 (stereo not drawn) | i | i | 0.4
CC1CCCN(C/C=C/c2ccccc2[N+](=O)[O-])C1 (stereo not drawn) | i | i | 0.2
Cc1c(NC(=O)c2ccc(S(=O)(=O)N3CCOCC3)cc2)c(=O)n(-c2ccccc2)n1C | i | i | -0.5
O=[N+]([O-])c1c(Nc2ccccn2)cc(Cl)c2nonc12 | i | i | 0.3
O=C(CCCC(=O)OCC(Cl)=C(Cl)Cl)Nc1cccc(F)c1 | i | i | -0.5
COc1ccc(-n2nnnc2CNC(=O)C(=O)c2c[nH]c3ccccc23)cc1 | i | i | -0.7
CCOC(=O)C(NC(=O)C1C(C)N1S(=O)(=O)c1ccc(C)cc1)C(=O)OCC (stereo not drawn) | i | i | 0.7
CS(=O)(=O)N1CCN(C(=O)COc2ccccc2)CC1 | i | i | nt
COc1ccccc1NC(=O)Nc1ccc(NC(=O)c2ccccc2O)cc1 | i | i | 1.1
CCCCn1nc(C(=O)Nc2nc3c(s2)CCCC3)c2ccccc2c1=O | i | i | -1.8
O=[N+]([O-])c1ccccc1/C=N/N1CCN(c2ccc(Cl)cc2)CC1 | i | i | -14
NC(=S)NNC(=O)c1cccc(Cl)c1 | i | i | 1.5
COCCNC(=O)c1ccc(CS(=O)(=O)c2ccccc2OC)o1 | i | i | 1.1
CCc1ccc2[nH]c(=O)c(C(c3nnnn3CC3CCCO3)N3CCCc4ccccc43)cc2c1 (stereo not drawn) | i | i | -0.6
CCOC(=O)c1ccccc1N=N/C(C(C)=O)=C(/C)O | i | i | 1.5
Cc1ccc(NC(=O)c2ccccc2F)cc1S(=O)(=O)N1CCCCCC1 | i | i | -1.7
COC(=O)c1ccc(NC(=S)N2CCN(Cc3ccc(Cl)cc3)CC2)cc1 | i | i | -0.3
COc1ccc(N2CC(C(=O)Nc3ccc4c(c3)OCO4)CC2=O)cc1 (stereo not drawn) | i | i | -1.3
COc1cccc(C(=O)Nc2nc3ccccc3s2)c1 | i | i | 4.2
CCCOP(=O)(OCCC)C1(Nc2ccc(C)cc2)CCCCC1 | i | i | -1.7

# Next section.
SMILES | CHT PAM | CHT block | STK33 kinase inh
Cc1ccc(CN2CCSc3ccc(C(=O)NC4CCN(Cc5ccccc5)CC4)cc32)cc1 | i | i | -0.3
CCCCCCCC1CC(CSC(=N)N)OC1=O (stereo not drawn) | i | i | -0.7
O=S(=O)(NCCc1ccccc1)c1cccs1 | i | i | 0.5
CCCCNC(=O)C(=O)c1ccccc1NC(C)=O | i | i | 0.5
O=C(NCC1CCCCC1)c1ccc(Br)o1 | i | i | -0.9
COc1ccc(-c2cc(C(F)(F)F)nc(SCC(=O)NCc3cnn(C)c3C)n2)cc1OC | i | i | -0.5
COc1cccc(N2CCN(CC(=O)c3c(C)[nH]c4ccccc34)CC2)c1 | i | i | -1.1
